Screens (PubChem)
Arrestin-AP2 inh = human beta-arrestin and AP2 interaction inhibition | AID 504490 | FITC-arrestin peptide / GST-AP2 beads, flow cytometry; AP2 beta2 appendage carries R879A mutation | inhibition, % at 10 µM | hit rate 0.31% among 340,000;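 active = inhibition above a set limit, near 3 SD of compounds lacking own fluorescence, cut at about 54% in these data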;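 note: plate controls were DMSO wells for no effect and 5 µM unlabelled arrestin peptide for full effect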
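Material – GST-tagged AP2 beta2-adaptin appendage (R879A) on 4 µm glutathione beads · Probe or stimulus – fluorescein-tagged arrestin peptide at 50 nM final · Timing – 12 min plus 1 h, RT · Detection – bead flow cytometry, FITC channel · Read-out basis – inhibition as reduced fluorescein signal on beads, percent · Medium – PBS plus Tween 20 (0.05%) and BSA (0.1%)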
RTF Ca sens inh = cardiac RTF calcium desensitization. IANBD-labeled cardiac RTF, Ca2+ fluorescence. hit rate 0.12% among 340,000. inhibition, % at 7.15 µM. AID 493244. P19429+P45379;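 active = inhibition above the mean inhibition of all tested compounds plus 3 SD, cut at about 17% in these data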;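 note: assay run at fixed EC70 calcium of 1.6 mM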
NSD2 inh = blocks human histone methyltransferase NSD2; O96028; NSD2 peptide methylation, AlphaScreen, 120 min; inhibition, % at 12.5 µM; hit rate 0.54% among 310,000; in the data active = inhibition above about 50%
Target sequence (O96028 whole entry, looked up): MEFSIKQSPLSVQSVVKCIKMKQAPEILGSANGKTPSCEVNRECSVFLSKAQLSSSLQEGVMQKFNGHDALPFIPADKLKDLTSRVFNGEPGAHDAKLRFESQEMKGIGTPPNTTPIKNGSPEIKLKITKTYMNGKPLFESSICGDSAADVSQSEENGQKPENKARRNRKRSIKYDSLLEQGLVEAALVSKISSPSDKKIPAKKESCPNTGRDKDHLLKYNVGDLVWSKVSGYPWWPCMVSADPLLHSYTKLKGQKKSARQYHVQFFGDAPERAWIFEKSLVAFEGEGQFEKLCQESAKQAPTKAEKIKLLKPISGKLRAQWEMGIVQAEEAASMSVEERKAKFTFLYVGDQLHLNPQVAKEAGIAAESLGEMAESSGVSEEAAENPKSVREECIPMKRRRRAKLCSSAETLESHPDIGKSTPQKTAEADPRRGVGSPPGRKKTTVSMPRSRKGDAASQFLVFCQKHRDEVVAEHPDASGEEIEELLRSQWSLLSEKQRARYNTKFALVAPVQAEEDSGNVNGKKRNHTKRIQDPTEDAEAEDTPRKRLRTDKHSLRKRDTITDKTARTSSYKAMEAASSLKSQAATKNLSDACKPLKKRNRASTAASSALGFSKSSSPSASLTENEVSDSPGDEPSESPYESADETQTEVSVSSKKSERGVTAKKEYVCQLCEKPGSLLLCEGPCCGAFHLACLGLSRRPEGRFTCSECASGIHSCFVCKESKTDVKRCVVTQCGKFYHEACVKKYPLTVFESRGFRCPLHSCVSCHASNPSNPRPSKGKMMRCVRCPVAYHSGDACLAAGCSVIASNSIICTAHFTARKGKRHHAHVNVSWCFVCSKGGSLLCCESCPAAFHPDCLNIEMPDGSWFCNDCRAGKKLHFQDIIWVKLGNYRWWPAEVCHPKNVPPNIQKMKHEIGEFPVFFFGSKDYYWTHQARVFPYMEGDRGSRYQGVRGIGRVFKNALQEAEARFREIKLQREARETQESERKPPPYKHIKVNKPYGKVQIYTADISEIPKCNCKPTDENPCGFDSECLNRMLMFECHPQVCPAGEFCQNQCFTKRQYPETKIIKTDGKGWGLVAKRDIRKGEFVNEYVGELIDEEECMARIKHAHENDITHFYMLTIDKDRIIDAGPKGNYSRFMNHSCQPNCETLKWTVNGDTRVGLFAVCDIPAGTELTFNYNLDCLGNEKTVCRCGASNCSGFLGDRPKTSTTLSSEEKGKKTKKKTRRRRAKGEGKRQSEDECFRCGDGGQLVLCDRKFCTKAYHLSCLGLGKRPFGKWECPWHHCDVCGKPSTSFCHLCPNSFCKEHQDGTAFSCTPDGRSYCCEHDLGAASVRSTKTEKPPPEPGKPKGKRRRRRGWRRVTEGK
Pemphigus Ab inh = human desmoglein-3 autoantibody binding inhibition | P32926 | DSG3-coupled beads, scFv-anti-DSG3-GFP binding, flow cytometry; stronger effect = lower value | binding (percent of control), % at 10 µM | AID 588358 | hit rate 0.48% among 310,000;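 active = binding more than 3 SD below its plate's average and above zero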;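 note: hits lower antibody fragment binding to DSG3; some compounds called inactive have numbers as strong as hits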
Keap1 Nrf2 FP = Keap1-Nrf2 (human) interaction inhibition. Q14145. Keap1 Kelch-Nrf2 peptide fluorescence polarization, 1536-well. inhibition, % at 9.4 µM. hit rate 0.15% among 340,000. AID 504523; in the data active = inhibition above about 12%;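 note: human Keap1 Kelch domain with fluorescein labeled Nrf2 9mer peptide probe; 0% = neutral control wells and 100% = peptide positive control; higher means more block of Keap1 binding to Nrf2 peptide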
V-ATPase pHluor = alters yeast V-ATPase proton transport | S. cerevisiae, pHLuorin cytosolic pH fluorescence | response, % at 10 µM | hit rate 0.37% among 350,000; in the data active = response mostly above about 7.3%, no sharp cut-off; inactive = mostly below about 5.4%; note: actives read high; inactives centre near 0; some compounds called inactive have numbers as strong as hits
CAL PDZ FP-1 = inhibitors of human CAL PDZ peptide binding; Q9HD26; purified CAL PDZ, TMR-peptide fluorescence polarization, 1 h; inhibition, % at 24.9 µM; hit rate 0.92% among 300,000; AID 602252;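 active = mean inhibition of at least 30% with at least half of replicates also reaching 30%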;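 note: 0% = DMSO neutral control and 100% = excess unlabeled competitor peptide PRC23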
DAGLB inh = diacylglycerol lipase beta (human) inhibition | Q8NCG7 | HEK293T DAGLB membrane lysate, EnzChek fluorogenic substrate | inhibition, % at 5.17 µM | hit rate 0.059% among 340,000 | AID 504411; in the data active = inhibition above about 34%;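 note: 0% = enzyme with vehicle and 100% = wells lacking enzyme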
LANA DNA inh = KSHV C-LANA DNA binding inhibition. MBP-C-LANA/FAM-LBS DNA binding, fluorescence polarization. inhibition, % at 9 µM. hit rate 0.078% among 340,000. AID 504423;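 active = highest replicate inhibition at or above 60% at 9 µM, even if other replicates fall short; inactive = all replicates below 60% inhibition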;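 note: 0% = neutral control wells and 100% = 4 µM acridine orange control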
CAL PDZ FP-2 = inhibitors of human CAL PDZ peptide binding; Q9HD26; purified CAL PDZ, TMR-peptide fluorescence polarization, 1 h; inhibition, % at 20 µM; hit rate 0.02% among 330,000; AID 504414;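 active = highest replicate inhibition of at least 40%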;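 note: plate controls were DMSO neutral control wells for no effect and unlabeled competitor peptide control wells for full effect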
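Material – purified CerCALP PDZ construct · Detection – FP readout, S and P plane fluorescence · Measure – percent inhibition from loss of millipolarization · Controls – unlabelled peptide for full inhibition, DMSO wells as neutral · Probe or stimulus – TMR-labelled reporter peptide T*-PRC34 bound in PDZ groove · Times – 1 h at RT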
The depositor's hits bear a star; . = no result given.

smiles,Arrestin-AP2 inh,RTF Ca sens inh,NSD2 inh,Pemphigus Ab inh,Keap1 Nrf2 FP,V-ATPase pHluor,CAL PDZ FP-1,DAGLB inh,LANA DNA inh,CAL PDZ FP-2
Cc1ccc2nc(-c3ccncc3)c(Nc3ccccc3)n2c1,4,0,41,118,2,4,.,5,-0.4,0.3
CCCCn1c(N)c(N(CC(C)C)C(=O)c2cccc(S(=O)(=O)N(C)c3ccccc3)c2)c(=O)[nH]c1=O,18,-5,0,105,0,0,-2,4,1.3,-4.2
Cc1cc(C)c(OCC(=O)N(C)CC(=O)Nc2ccc(N3CCOCC3)cc2)c(C)c1,35,-10,2,103,0,-3,2,4,-1.1,-1.5
O=C(COc1ccc(S(=O)(=O)N2CCCC2)cc1)N1CCN(c2ccccc2F)CC1,-3,-5,-4,115,-2,0,-3,-1,0.1,-1.6
O=C(Cc1ccc(Cl)cc1)N/N=C/c1ccncc1,-4,-5,5,97,-1,0,-6,1,0.4,-0.7
COc1cc(-c2noc(C3CCCN(C(=O)c4c(F)cccc4F)C3)n2)cc(OC)c1OC (configuration not stated),-7,-5,-2,115,-2,3,.,-5,1.3,-1.1
COc1cccc2cc(C(=O)NCCN3CCOCC3)oc12,20,-14,-2,111,-1,4,1,1,-1.4,-1.6
CCN1CCCC1CNC(=O)c1ccccc1Cl (configuration not stated),3,-3,1,102,-3,-1,0,-6,-0.7,-0.8
COc1ccc(NC(=O)C2CCN(c3nc(-c4ccc(OC)cc4)no3)CC2)cc1,-6,-6,.,90,3,-2,-5,2,-2.4,-1.2
N#Cc1ccc(N2C(=O)[C@@H]3C(C(=O)C(c4ccccc4)c4ccccc4)=NN[C@@H]3C2=O)cc1,6,-11,-1,118,2,-2,-1,1,-3.7,-1.3
CCc1ccc(OCc2nnc(SCC(=O)NCC3CCCO3)n2C)cc1 (configuration not stated),20,0,-5,.,-1,-2,.,-4,0.4,0.1
Cc1cc(OCC(=O)OCC(=O)N2CC(C)CC(C)C2)ccc1Cl (configuration not stated),-11,0,0,98,0,-2,.,-7,-0.3,-1.8
O=c1oc2ccccc2cc1-c1cn(-c2ccccc2)c(=S)[nH]1,4,-6,-5,87,3,0,-2,-1,-0.3,-0.6
O=C(COC(=O)c1nc(Cl)ccc1Cl)Nc1ccc(Cl)cc1,3,-8,-2,115,-6,0,-3,-6,2.8,-1.8
CCN(C(=O)Cc1c(C(=O)O)n(CC)c2ccccc12)c1ccccc1C,9,-4,-1,95,-3,-1,-6,0,-0.5,-0.3
Cn1cccc1/C=C1\SC(=Nc2cccc(O)c2)NC1=O,-9,-2,.,91,-2,-2,-5,5,-1.3,-1.7
C/C(=N\Nc1cc(N2CCOCC2)nc(C)n1)c1ccc(F)cc1,-7,-2,.,109,1,-2,-9,-4,0.3,0.2
CCOC(=O)c1cccc(NC(=O)CCCn2c(=O)c3cccn3c3cccnc32)c1,-10,-12,1,100,2,5,-3,-3,0.1,-2.3
CCOc1ccc2nc(NC(=O)Nc3cccs3)sc2c1,-2,-8,.,106,5,2,.,-1,0.3,0.2
CCOC(=O)C1CCN(c2ncnc3c2nnn3Cc2ccccc2Cl)CC1,13,3,-2,.,3,1,0,-8,0.1,-2.0
CCOc1ccccc1NC(=O)N1CCCC1C(=O)Nc1ccc(NC(C)=O)cc1 (configuration not stated),-3,13,1,80,0,2,-2,1,-0.8,.
COC(=O)Nc1ccc2c(c1)N(C(=O)CCN1CCN3CCCC3C1)c1ccccc1S2 (configuration not stated),-3,-7,3,97,-4,-2,.,1,1.9,-1.9
O=C(NNC(=O)c1ccc(SCC2CCCO2)c([N+](=O)[O-])c1)c1ccc(F)cc1 (configuration not stated),-4,-10,-8,102,-1,3,.,-2,0.8,-0.9
COc1ccccc1-c1ccc(=O)n(CC(=O)NC(C)(C)C)n1,39,4,-7,95,-1,3,-7,1,0.0,-0.2
Cc1cc(C)c2cc(CN(Cc3cccs3)Cc3nnnn3CC3CCCO3)c(=O)[nH]c2c1 (configuration not stated),10,-2,2,106,-5,0,-3,4,1.0,-3.9
CN(C1CCCCC1)S(=O)(=O)c1ccc2c(c1)CCC(=O)N2,12,11,0,97,-1,-5,11,0,0.1,-0.4
COc1ccc(-c2[nH]ncc2Oc2ccccc2OC)c(O)c1,5,-8,3,103,-4,2,-3,-6,-3.5,-2.8
CCOC(=O)c1c(C)[nH]c(C)c1S(=O)(=O)N(C)CC(=O)N(C)Cc1ccccc1,-6,-4,10,106,-4,8,-2,1,1.2,-2.7
COc1ccc(CNC(=O)CSc2nc(SC)ns2)cc1,7,-6,-1,96,3,2,10,1,-1.3,2.1
Cc1csc2ncnc(N3CCN(C(=S)Nc4ccc(C(F)(F)F)cc4)CC3)c12,8,.,2,96,2,2,-3,.,-1.3,0.1

Single records, as listed above. Order of screens: Arrestin-AP2 inh, RTF Ca sens inh, NSD2 inh, Pemphigus Ab inh, Keap1 Nrf2 FP, V-ATPase pHluor, CAL PDZ FP-1, DAGLB inh, LANA DNA inh, CAL PDZ FP-2
`N#Cc1ccc(N2C(=O)[C@@H]3C(C(=O)C(c4ccccc4)c4ccccc4)=NN[C@@H]3C2=O)cc1` is entered as 6, -11, -1, 118, 2, -2, -1, 1, -3.7, -1.3
`COc1ccc(CNC(=O)CSc2nc(SC)ns2)cc1` is entered as 7, -6, -1, 96, 3, 2, 10, 1, -1.3, 2.1

Next part.
smiles,Arrestin-AP2 inh,RTF Ca sens inh,NSD2 inh,Pemphigus Ab inh,Keap1 Nrf2 FP,V-ATPase pHluor,CAL PDZ FP-1,DAGLB inh,LANA DNA inh,CAL PDZ FP-2
COc1ccccc1C(c1nnnn1C(C)(C)C)N1CCN(C(=O)c2ccco2)CC1 (configuration not stated),11,2,0,.,-5,0,5,0,2.0,.
COCC(=O)N1CCC(Oc2ccc(C(=O)NC(C)c3nccs3)cc2)CC1 (configuration not stated),0,-7,-3,96,-7,-2,-4,0,-0.2,0.9
O=C(COC(=O)[C@H](Cc1c[nH]c2ccccc12)NC(=O)c1cccs1)NCc1ccccc1,18,-5,-1,89,2,0,0,1,1.0,-2.8
COc1cc(Br)c(Br)c(Br)c1N,4,-4,-2,110,3,-2,.,-3,-4.2,-0.2
COc1ccc(/C=C/C(=O)c2ccc(C(=O)/C=C/c3ccc(OC)c(OC)c3)cc2)cc1OC,10,-18,5,104,2,-3,-7,-8,1.7,-1.4
CCCn1c(CN2CCN(C(=O)c3ccco3)CC2)nc2c1c(=O)n(C)c(=O)n2C,5,-7,.,115,-6,-2,-1,0,-0.4,0.0
Cc1nn(-c2ccccc2)c(Cl)c1/C=N/Nc1ccc(S(=O)(=O)Nc2ccccc2C(=O)O)cc1[N+](=O)[O-],35,11,15,89,3,2,-1,31,11,-0.8
Cc1cccc(NC(=O)C(=O)NCC2CCCN2S(=O)(=O)c2cccs2)c1 (configuration not stated),.,.,0,111,.,-2,.,-2,.,.
NS(=O)(=O)c1ccc(CCNC(=O)c2ccc(S(=O)(=O)N3CCCCC3)cc2)cc1,-2,5,2,99,-2,-2,-6,2,0.7,-4.1
COc1cc(Cl)c(C)cc1NC(=O)COC(=O)c1cc(SC)ccc1Cl,4,-5,-6,89,-8,3,2,-1,0.2,-1.4
Cc1ccc(S(=O)(=O)N2c3ccccc3-c3c(ssc3=S)C2(C)C)cc1,1,-1,1,119,-6,4,-1,19,0.1,-2.6
Cc1ccc(C2CC(c3ccccc3)=NN2C(=O)CSc2nnc(-c3ccncc3)n2C)o1 (configuration not stated),-6,2,2,83,-1,3,5,-1,0.0,-2.6
CN(C)C(CNC(=O)c1cccc(S(=O)(=O)N(C)C)c1)c1ccccc1 (configuration not stated),6,-5,-4,103,-3,2,.,0,-0.2,0.4
CCOC(=O)C1CCN(S(=O)(=O)c2ccc3c4c2CC(=O)N4CC(C)S3)CC1 (configuration not stated),11,-9,.,101,-2,4,.,-1,2.2,-0.3
C=CCn1c(C)cc(C(=O)COC(=O)C2CC(=O)N(Cc3ccccc3)C2)c1C (configuration not stated),3,-5,11,115,-2,-2,-2,1,-2.2,-0.6
O=C(O)CC1(CC(=O)N2CCC(C(=O)O)CC2)CCCC1,0,-5,15,99,-1,1,-2,-3,-0.7,-3.7
O=C(c1cc(-c2ccccc2Cl)nc2ccc(Br)cc12)N1CCN(c2ccccn2)CC1,18,7,-2,100,0,0,2,-1,-1.4,-1.6
COc1ccc2oc(=O)c(C(=O)N3CCN(C(=O)c4ccccc4)CC3)cc2c1,-13,-15,18,.,-2,6,.,1,0.2,-0.8
CC(=O)C1=C(O)C(=O)OC1c1ccc(C)cc1 (configuration not stated),10,-3,1,98,2,2,5,0,-0.2,-0.3
COCc1ccc(C(=O)Nc2ccccc2C(=O)NCc2cccnc2)cc1,-2,-7,-1,.,-1,4,-3,0,1.0,-2.3
CC(C(c1ccc2c(c1)OCO2)c1c(N)n(C)c(=O)n(C)c1=O)[N+](=O)[O-] (configuration not stated),15,-2,9,87,1,-1,.,-13,-0.2,-0.3
Cc1ccc(C)c(NC(=S)NC(C)C(c2cccs2)N2CCOCC2)c1 (configuration not stated),0,2,.,110,0,-2,.,-3,-0.2,-1.6
NC(=O)C1CCN(C(=O)C(=O)c2cn(CC(=O)N3CCCC3)c3ccccc23)CC1,5,-9,4,105,-2,0,-2,0,-0.4,-2.9
CCOc1c(Br)cc(Br)cc1/C=C1\SC(N)=NC1=O,26,4,1,114,3,0,-20,-3,2.0,-0.9
O=C(Cc1ccccc1)NC(CSSCC(NC(=O)Cc1ccccc1)C(=O)O)C(=O)O (configuration not stated),0,-1,-3,88,-4,-6,-5,0,-0.9,0.3
Cc1ccc(NC(=S)N(C)N)cc1Cl,18,-2,-1,102,1,-3,-1,-3,0.3,-0.4
Cc1cc(C)n2nc(C(=O)N/N=C/c3ccccc3Cl)nc2n1,18,-4,-3,115,0,-3,-2,-1,1.0,0.6
C=CCN1C(=O)C2(NC(=O)c3ccccc3N2)c2ccccc21 (configuration not stated),12,-8,-2,102,0,1,4,0,-0.4,0.1
Cc1ccccc1C(=O)NC(=S)Nc1ccc(Oc2ccc(Cl)cc2)cc1,18,9,-2,102,-3,2,-2,1,-2.4,-0.8
O=C(N/N=C1\CC(c2ccccc2)Oc2ccccc21)c1ccc(O)cc1 (configuration not stated),-15,-16,1,97,2,2,-4,-1,0.1,-3.2
COc1ccc(-n2c(=O)c3c(C)c(C)sc3n(Cc3cccc(F)c3)c2=O)c(OC)c1,32,2,-1,98,-1,4,0,-3,-2.1,-1.3
O=C(Nc1ccc2c(c1)OCCO2)C1CCN(S(=O)(=O)c2cccs2)CC1,-5,-3,1,94,2,-3,.,0,1.4,-2.5

Not all compounds are listed; rates above refer to the full screens.
